Source: PubChem
MITF primary: human MITF inhibition, primary screen; O75030; AlphaScreen MITF homodimerization, bead proximity signal; inhibition, % at 2.6 µM; actives 0.91% (n = 650,000); AID 1259374; in the data active = inhibition above about 50%;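 note: 0% = vehicle wells with protein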
FBW7 act: human FBW7 E3 ligase activation, primary screen; Q969H0; normalized activity (activation), % at 26.1 µM; actives 0.13% (n = 650,000); AlphaScreen FBW7–phospho-cyclin E peptide binding, activator screen; in the data active = normalized activity above about 1.9%;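 note: purified mutant Fbw7 with reduced substrate affinity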
Target sequence (Q969H0 whole entry, looked up): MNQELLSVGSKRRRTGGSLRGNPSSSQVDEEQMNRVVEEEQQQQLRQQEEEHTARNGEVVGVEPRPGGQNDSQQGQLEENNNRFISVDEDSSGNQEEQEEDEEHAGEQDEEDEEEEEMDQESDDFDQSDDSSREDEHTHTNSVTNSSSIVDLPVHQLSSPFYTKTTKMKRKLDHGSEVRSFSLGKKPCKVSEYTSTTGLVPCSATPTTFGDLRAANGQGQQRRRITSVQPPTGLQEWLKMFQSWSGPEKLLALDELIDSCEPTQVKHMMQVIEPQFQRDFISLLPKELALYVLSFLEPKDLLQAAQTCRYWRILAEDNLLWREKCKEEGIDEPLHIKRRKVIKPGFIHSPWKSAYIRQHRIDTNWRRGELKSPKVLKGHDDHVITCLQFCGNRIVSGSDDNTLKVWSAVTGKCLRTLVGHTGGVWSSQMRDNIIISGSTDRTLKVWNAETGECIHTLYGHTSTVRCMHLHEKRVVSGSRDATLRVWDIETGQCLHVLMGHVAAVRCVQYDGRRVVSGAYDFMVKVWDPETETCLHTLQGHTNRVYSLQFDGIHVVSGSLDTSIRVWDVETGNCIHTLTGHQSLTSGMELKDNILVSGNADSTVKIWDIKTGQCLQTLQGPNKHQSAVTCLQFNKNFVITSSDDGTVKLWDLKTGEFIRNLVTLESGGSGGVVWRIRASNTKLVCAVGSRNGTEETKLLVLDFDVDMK
TEAD-YAP block: TEAD-YAP interaction inhibition. AID 1259422. inhibition, % at 9.12 µM. HEK-TIYL cells, TEAD-Gal4/YAP UAS-luciferase luminescence. actives 1.4% (n = 640,000); in the data active = inhibition above about 32%;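 note: 0% = median of test compound wells and 100% = reference inhibitor wells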
GPR151 activ: activates the human receptor GPR151; activation, % at 11.2 µM; PathHunter beta-arrestin GPR151 cells, luminescence; actives 1% (n = 650,000); AID 1508602; in the data active = activation above about 4.9%;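 note: 0% = median of compound wells and 100% = cells with positive control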
* = called active by the depositor.

SMILES	MITF primary	FBW7 act	TEAD-YAP block	GPR151 activ
O=C(NCC1CCCO1)c1ccc2c(=O)n(Cc3ccc4c(c3)OCO4)c(=O)[nH]c2c1 (stereo not drawn)	10	-0.1	10	0.2
COC(=O)c1cc(OC)c(OC)cc1NC(=O)C(C)Oc1ccccc1C (stereo not drawn)	13	-0.2	5	-0.5
COC(=O)c1ccccc1NC(=O)COc1ccc(OC)cc1	13	0.2	-6	-0.1
CCOC(=O)N1CCN(C(=O)c2cc3c(-c4ccccc4F)nn(C)c3s2)CC1	-1	-0.1	24	0.3
COc1ccc(O)c(C(=O)c2coc(=N)c(C(=O)NC(C)c3ccccc3)c2)c1 (stereo not drawn)	5	-0.1	-9	0.6
O=C1NC(=S)NC(=O)C1=CN1CCc2ccccc2C1	-4	-0.1	-2	0.9
CC(C)(C)c1[nH]nc2c1C(c1ccc(OC(=O)c3ccccc3Cl)cc1)C(C#N)=C(N)O2 (stereo not drawn)	12	0.0	10	1.1
O=C(O)CSCC(=O)Nc1cccc(O)c1	-3	-0.1	1	-2.3
CCN(CC)C(=O)CSc1nnc(-c2cccnc2)n1Cc1ccccc1	1	-0.1	-3	-0.2
COCc1cccc(-c2ccc(C(=O)Nc3cccc(OC)c3)c(NCC3CC3)n2)c1	27	0.4	-3	-1.4
CCOC(=O)NC(Nc1nc2ccc(Cl)cc2s1)(C(=O)OCC)C(F)(F)F (stereo not drawn)	0	0.4	2	-0.9
Cc1ccc(-c2c(NC3CCCC3)c(=O)c2=O)cc1	-6	-0.1	5	0.4
COc1ccc(C(=O)COC(=O)c2ccccc2)c(OC)c1	14	0.2	2	-0.2
O=C(Nc1ccc(S(=O)(=O)N2CCC(c3nc4ccccc4[nH]3)CC2)cc1)c1ccccc1	-8	-0.1	26	1.1
O=C(CSc1nc2c(sc(=S)n2CC2CCCO2)c(=O)n1-c1ccc(F)cc1)c1ccccc1 (stereo not drawn)	12	-0.1	8	-0.2
CCOc1ccc(-c2cnc3n2CCC3)cc1	4	0.9	-2	-0.9
O=C(NC1CC1)c1ccc(-c2cnc3c(Nc4ccccc4)nccn23)cc1	-2	0.1	4	1.0
O=C1c2ccccc2-c2c1cc(O)c1ccccc21	14	-0.3	-12	1.0
COc1ccc(C)cc1S(=O)(=O)Nc1cccc(-n2c(C)nc3ccccc3c2=O)c1	0	0.0	-2	-1.2
Cc1ccc(/C=N\NC(=O)CNc2ccccc2C)c(O)c1	9	0.0	13	1.5
COC(=O)c1ccccc1NC(=O)C/C(C)=N/NC(N)=S	0	-0.8	14	-0.1
CCCCCc1nnc(NC(=O)Cc2ccccc2)s1	20	0.1	0	-0.4
COC(=O)c1ccc(OC)cc1OS(=O)(=O)c1ccc([N+](=O)[O-])cc1	15	0.0	1	1.3
Cc1cc(NC(=O)CN2C(=O)C3C4CCC(C4)C3C2=O)no1 (stereo not drawn)	-3	0.0	0	-1.1
CN1C(=O)c2ccc(C(=O)Nc3ccc(CC(=O)O)cc3)cc2C1=O	2	0.0	2	-0.9
CCN(CC)S(=O)(=O)c1ccc(OCc2ccc(C(=O)OC)o2)c([N+](=O)[O-])c1	5	-0.1	-3	-1.5
c1nc(N2CCCC2)c2c3c(sc2n1)CCCC3	18	-0.1	-10	-1.5
COc1cccc(CC(=O)Nc2ccc(-c3cn[nH]c3)cc2N2CCN(C)CC2)c1	3	0.0	-11	1.6
Cc1ccc(C(=O)NCCn2cc(SCC(=O)NCc3ccco3)c3ccccc32)cc1	10	0.0	-15	-1.4
CCOc1cc(C)nc(N2C3CCC2CC(O)(c2ccc(OC)cc2)C3)n1 (stereo not drawn)	0	0.0	-6	-0.4
COC(CNC(=O)c1cc(Sc2ccc(F)cc2)nc2ccccc12)OC	18	0.6	2	0.8
COc1cccc(/C=N/NC(=O)c2ccco2)c1O	-58	0.0	-58	-2.2
Cc1ccc(CNC(=O)CN(c2ccc(Cl)cc2Cl)S(=O)(=O)c2ccccc2)cc1	9	0.1	0	0.2
CC1(C)CC(=O)c2sc(NC(=O)c3cc(Cl)ccc3[N+](=O)[O-])nc2C1	3	0.0	4	-0.1
CC(=O)c1ccc(S(=O)(=O)N2CCCC(C)C2)cc1 (stereo not drawn)	-4	0.1	-9	-1.1
Cc1ccc(OCC(=O)Nc2ccc3nc(N4CCN(c5ncccn5)CC4)cc(C)c3c2)cc1	-2	-0.1	5	0.7
CCOC(=O)C1=C(C)NC(C)=C(C(=O)OCC)C1c1ccccc1OCC(N)=O	17	0.5	10	-1.3
CCOc1ccc(/C(O)=C2/C(=O)C(=O)N(CCCN3CCOCC3)C2c2ccc(C)cc2)cc1C (stereo not drawn)	-6	0.0	-2	0.2
CC(C(=O)N1CCC(C(N)=O)CC1)n1sc2ccccc2c1=O (stereo not drawn)	-16	0.0	-3	0.3
NC(=O)CN1C(C(=O)c2ccccc2)=C(N2CCCCC2)c2ccccc2S1(=O)=O	12	-0.1	0	0.8
N#C/C(=C/c1ccc(Br)o1)c1ccc(F)cc1	15	0.1	-19	-0.1
COCCCn1c(C)nnc1SCc1ccccc1	11	0.3	1	-0.6
Cc1onc(-c2c(Cl)cccc2Cl)c1C(=O)NC1CCCCC1	8	0.5	10	0.4
COc1ccc(C2=N/C(=C\c3coc4ccc(Cl)cc4c3=O)C(=O)O2)cc1	18	0.5	-21	-1.4
COc1ccc(C(=O)N/N=C/c2ccc3c(c2)OCO3)cc1	15	0.0	-34	1.3
Cc1ccc(-c2cc(C(F)(F)F)n3ncc(C(=O)NC(C)C)c3n2)cc1	5	-0.1	1	5.0*
Cc1nc(Nc2cccc(C(F)(F)F)c2)c2c(C)c(C)sc2n1	3	0.1	8	0.1
CCOC(=O)C(=C/C(C)=C/c1cccs1)C(=O)OCC	0	0.0	8	1.8
COc1cc(NS(=O)(=O)c2ccc(NC(=O)NC3CCCCC3)cc2)nc(OC)n1	7	0.8	10	-2.9
CC1CCCC(C)N1C(=O)COC(=O)c1ccc2c(c1N)C(=O)c1ccccc1C2=O (stereo not drawn)	-2	-0.1	-3	1.7
COc1ccc(CCNC(=O)c2ccccc2Cl)cc1	2	-0.1	-7	-0.1
O=S(=O)(NCc1ccc2c(c1)OCO2)c1ccc(-c2ccc(S(=O)(=O)NCc3ccc4c(c3)OCO4)cc2)cc1	-8	-0.1	4	-0.8
Cc1cnc2c(c1NCCCN(C)C)c(=O)n(C)c(=O)n2C	1	-0.1	36*	2.9
CCOC(=O)c1c(-c2ccccc2)csc1NC(=O)c1ccccc1C(=O)O	8	0.0	3	0.8
Cn1c(Cn2cc(C(F)(F)F)ccc2=O)n[nH]c1=S	9	0.0	1	-0.2
COc1ccc(CCNc2nc(Nc3ccncn3)nc3c2ncn3C2CCCCC2)cc1	5	0.1	-15	-0.8
CCN(CC)S(=O)(=O)c1ccc(-c2csc(=Nc3ccccc3)n2CCc2ccccc2)cc1	4	-0.3	-22	-0.5
Cc1ccccc1CNCc1c(C(=O)O)c(C)n(Cc2ccc(F)cc2)c1C	18	-0.1	-13	2.0
CC1SC2(C(=O)Nc3ccccc32)N(c2ccc(Cl)c(Cl)c2)C1=O (stereo not drawn)	4	-0.7	12	-0.1
O=C(CN1C(=O)c2ccccc2S1(=O)=O)NCC1CCCCC1	3	-0.3	1	-1.1

Next part
Compound	MITF primary	FBW7 act	TEAD-YAP block	GPR151 activ
CSc1nnc(NC(=O)CCCN2C(=O)c3cccc4cccc(c34)C2=O)s1	10	0.1	-5	1.5
COc1ccccc1CNC(=O)COc1ccc(Br)cc1C	13	-0.1	0	-0.6
CC1Cc2ccccc2N1C(=O)CN1CCN(c2ccccc2)CC1 (stereo not drawn)	37	-0.1	-1	-0.9
COc1ccc(/C=C/C(=O)N(C)C2(C)CCS(=O)(=O)C2)cc1 (stereo not drawn)	5	0.0	1	0.1
O=C(Nn1cc(C(=O)Nc2ccccc2F)c2ccccc2c1=O)c1cnccn1	21	-0.9	12	1.2
NC(=O)C1CCN(C(=O)c2ccc3c(=O)n(C4CCCCC4)c(SCc4cc(F)ccc4F)nc3c2)CC1	3	0.0	9	1.7
CC1CCCCN1C(=O)CSc1nnc(-c2cccs2)n1C (stereo not drawn)	16	0.2	-15	-1.0
CCCCn1c(SCC(=O)c2ccc3c(c2)OCO3)nc2cc(S(N)(=O)=O)ccc21	1	0.0	-10	2.2
O=C(Cc1ccccc1)NCCSCc1ccccc1	16	0.5	-3	-0.8
Cc1ccc2[nH]c3c(Cl)ncnc3c2c1	0	0.1	-10	-0.6
COc1ccc(NC(=O)NCCCN2CCN(C3CCCCC3)CC2)cc1	-2	-0.1	-2	-0.1
COc1ccccc1N=C1C(=O)Nc2ccc([N+](=O)[O-])cc21	4	0.6	6	-0.7
COc1ccc(N2C(=O)CCC2(C#N)c2ccc(Br)cc2)cc1 (stereo not drawn)	-3	0.6	-2	-1.1
COc1ccc(CNC(=O)CSCc2cccc(Br)c2)cc1	-7	0.0	2	-0.5
O=C(Nc1ccccc1)C(=S)N(c1ccccc1)c1ccccc1	14	0.0	-15	-0.1

2 of these compounds in a different format.
COc1ccc(NC(=O)NCCCN2CCN(C3CCCCC3)CC2)cc1
  MITF primary = -2
  FBW7 act = -0.1
  TEAD-YAP block = -2
  GPR151 activ = -0.1

COc1ccccc1N=C1C(=O)Nc2ccc([N+](=O)[O-])cc21
  MITF primary = 4
  FBW7 act = 0.6
  TEAD-YAP block = 6
  GPR151 activ = -0.7

Other results follow.
Compound	MITF primary	FBW7 act	TEAD-YAP block	GPR151 activ
COc1ccc(CC(=O)NCc2n[nH]c(=S)n2-c2cccc(C(F)(F)F)c2)cc1	-7	0.1	-8	0.9
COc1cc(C2C(C(N)=O)=C(C)Nc3ncnn32)cc(Br)c1OC (stereo not drawn)	-4	-0.1	-2	0.9
CC(=O)c1cccc(NC(=O)CSc2nc3ccc([N+](=O)[O-])cc3s2)c1	-9	0.1	4	-0.4
Cc1ccn(CCC(=O)N2CCOc3ccc(CN4CCOCC4)cc3C2)n1	10	-0.1	8	-1.1
CN(Cc1ccccc1)C(=O)CCCNC(=O)Cn1cnc2sc3c(c2c1=O)CCCC3	-10	-0.4	5	0.7
O=C(COc1cc(Cl)c(Cl)cc1Cl)NCc1cccnc1	0	0.1	-7	-0.1
COc1cc2ccccc2cc1C(=O)Nc1ccc2oc(-c3ccc(Cl)cc3)nc2c1	-5	-0.1	3	-0.8
Cc1cc(NC(=O)c2cc(-c3ccc(Cl)cc3Cl)on2)no1	-7	0.0	-5	0.4
CC(=O)c1cccc(NC(=O)Nc2ccccc2C)c1	14	-0.2	-7	-1.1
CC(C)CC(=O)N1c2ccccc2NC2=C(C(=O)CC(C)(C)C2)C1c1cccs1 (stereo not drawn)	-12	0.2	-3	-0.4
CCOC(CNC(=O)c1ccc(CNS(=O)(=O)c2ccc(C)cc2)cc1)OCC	7	0.0	-6	-0.4
O=C1CC(c2cccc(Cl)c2)Cc2nc(N3CCOCC3)ncc21 (stereo not drawn)	-4	0.1	0	0.2
COc1cccc(NCC(=O)Nc2ccc(-c3cn[nH]c3)cc2OCCN(C)C)c1	-27	-0.6	-4	0.1
c1ccc(-c2nc[nH]c2-c2cccs2)cc1	28	0.0	-5	-2.1
COc1ccc(CNC(=O)c2nn3c(C(F)(F)F)cc(-c4ccc(Br)cc4)nc3c2Cl)cc1	-11	0.1	-4	0.9

Another view of 4 compounds above:
COc1cc(C2C(C(N)=O)=C(C)Nc3ncnn32)cc(Br)c1OC (stereo not drawn)
  MITF primary = -4 | FBW7 act = -0.1 | TEAD-YAP block = -2 | GPR151 activ = 0.9
CC(C)CC(=O)N1c2ccccc2NC2=C(C(=O)CC(C)(C)C2)C1c1cccs1 (stereo not drawn)
  MITF primary = -12 | FBW7 act = 0.2 | TEAD-YAP block = -3 | GPR151 activ = -0.4
COc1cc2ccccc2cc1C(=O)Nc1ccc2oc(-c3ccc(Cl)cc3)nc2c1
  MITF primary = -5 | FBW7 act = -0.1 | TEAD-YAP block = 3 | GPR151 activ = -0.8
c1ccc(-c2nc[nH]c2-c2cccs2)cc1
  MITF primary = 28 | FBW7 act = 0.0 | TEAD-YAP block = -5 | GPR151 activ = -2.1

Continued:
Compound	MITF primary	FBW7 act	TEAD-YAP block	GPR151 activ
COC(=O)c1ccc(C2Nc3ccc(C(C)=O)cc3C3C=CCC32)cc1 (stereo not drawn)	-2	-0.3	-2	1.2
N#CCCN(CC1COc2ccccc2O1)C(=O)c1ccccc1 (stereo not drawn)	-3	0.0	3	-0.7
O=C1c2ccccc2NC(c2ccc(Cl)cc2)N1c1ccc(F)cc1 (stereo not drawn)	7	0.1	-3	-0.1
CC1CN(CN2C(=O)C(=O)c3cc(Br)ccc32)CC(C)O1 (stereo not drawn)	4	-0.1	3	1.4
O=C(CCC1CCCC1)N1CCN(Cc2ccccc2F)CC1	49	0.0	-4	1.1
COc1ccc(C2=NN(C(=O)CSc3nnc(CNC(=O)c4ccc(S(=O)(=O)N(C)C)cc4)n3C)C(c3ccc(C)cc3)C2)cc1 (stereo not drawn)	12	0.0	7	1.1
N#C/C(=C\c1cccc(Br)c1)C(=O)N1CCCCC1	4	0.2	2	-1.1
COc1ccc(-c2ccc(NCc3cccs3)nn2)cc1OC	-1	0.1	-26	-1.2
